VLA-4 inh = inhibition in a human VLA-4 binding assay; VLA-4 expressing cells, ligand binding flow cytometry; AID 2557; inhibition, % (about 7 µM as worked out from the volumes in the protocol); P13612; 330,000 compounds, 0.2% hits; in the data active means inhibition above about 50%
proCasp7 act = counter-screen for procaspase-3 activators: activators of human procaspase-7. recombinant procaspase-7, Ac-DEVD-pNA absorbance 405 nm; D23A/D198A/D206A triple mutant, cannot self-cleave; scale: DMSO 0, 5 µM enzyme 100. activation, % at 8.5 µM. 330,000 compounds, 0.093% hits. P55210;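 active means percent activation above the screen-wide mean plus 3 SD, cut at about 25% in these data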
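System: Procaspase-7 triple mutant (PC-7 D3A); measure: % activation from two-timepoint absorbance difference, scaled to controls; times: 1 h compound preincubation, 2 h substrate cleavage, 25 °C; also added: Ac-DEVD-pNA substrate, 400 µM as added; measured by: Epi-absorbance of released pNA at 405 nm, two timepoints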
proCasp3 act = activators of human procaspase-3; AID 463141; activation, % at 8.5 µM; recombinant procaspase-3 D3A, Ac-DEVD-pNA absorbance 405 nm; 330,000 compounds, 0.11% hits;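 active means activation above the mean of all tested compounds plus 3 SD, cut at about 21% in these data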;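 further: 0% = DMSO alone and 100% = DMSO wells spiked with extra 5 µM PC-3 D3A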
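Test system: Procaspase-3 D3A mutant, all three cleavage aspartates alanine | Dosing: Single dose, 8.5 µM nominal compound, 0.8% DMSO | Schedule: 1 h preincubation, 2 h reaction | Technique: 405 nm absorbance of p-nitroaniline, reads at 0 and 120 min | Repeats: One well per compound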
CTSL1 counter = cathepsin L1 inhibition, PFM18AAP counter-screen; AID 1906; recombinant F. hepatica cathepsin L1, Z-Leu-Arg-MCA fluorescence; 300,000 compounds, 0.49% hits; inhibition, % at 5.96 µM;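 active means inhibition above the mean of all tested compounds plus 3 SD, set per screening campaign, cut at about 17% in these data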;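 further: 0% = plate median of test compound wells and 100% = 1 µM Z-Phe-Ala-diazomethylketone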
core dimer inh = blocks dimerization of HCV core protein. TR-FRET GST/Flag-core106 dimerization, 1536-well. inhibition, % at 5 µM. 300,000 compounds, 0.33% hits;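 active means inhibition above the mean of all tested compounds plus 3 SD, set per screening campaign, cut at about 45% in these data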
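Material: GST/Flag-tagged HCV core106 proteins. Incubation: 4 h, 22.5 °C incubation. Read-out basis: inhibition (%) from 671 over 617 nm ratio. Measured by: TR-FRET, excitation 340 nm, emission 617 and 671 nm.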
PP1 inh = PP1-alpha (human) inhibition in PP5 counter-screen. inhibition, % at 6.7 µM. purified PP1alpha, OMFP fluorescence. 320,000 compounds, 0.9% hits;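 active means inhibition above the mean inhibition of all tested compounds plus 3 SD, computed separately for each screening campaign, cut at about 15% in these data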
Target sequence (P62136 whole entry, looked up): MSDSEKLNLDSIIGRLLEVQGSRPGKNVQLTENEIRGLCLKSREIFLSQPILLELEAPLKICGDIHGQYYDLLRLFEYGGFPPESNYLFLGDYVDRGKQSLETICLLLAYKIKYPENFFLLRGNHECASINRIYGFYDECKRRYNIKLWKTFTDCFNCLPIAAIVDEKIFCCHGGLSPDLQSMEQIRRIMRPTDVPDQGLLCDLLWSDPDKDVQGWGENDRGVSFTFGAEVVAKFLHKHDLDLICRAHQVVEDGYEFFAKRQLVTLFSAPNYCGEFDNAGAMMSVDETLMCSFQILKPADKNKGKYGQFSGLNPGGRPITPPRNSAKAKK
PP5 inh = inhibitors of human protein phosphatase 5 (PP5); P53041; purified PP5c, OMFP substrate fluorescence; inhibition, % at 6.7 µM; 320,000 compounds, 0.18% hits;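 active means inhibition above the campaign's mean inhibition across all tested compounds plus 3 SD, cut at about 9.5% in these data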;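 further: 0% = DMSO only and 100% = 100 µM cantharidin control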
GRK2 aptamer HTS = blocks RNA aptamer binding to human GRK2; P25098; bead flow cytometry, FAM-aptamer displacement from GRK2; inhibition of aptamer binding, % at 10 µM; 330,000 compounds, 0.59% hits; AID 488847;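 active means inhibition of aptamer binding above 40%, roughly 3 SD of noise, on plates passing a quality check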;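 further: median bead fluorescence of bound FAM aptamer so fluorescent compounds give negative values; no value below 0 was filed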
GASC-1 inh = inhibitors of human GASC-1 (JMJD2C) demethylase; Q9H3R0; GST-JMJD2C(1-420) H3K9me3 demethylation, DELFIA europium; 330,000 compounds, 0.069% hits; AID 2099; inhibition, % at 2.35 µM;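 active means more than half of a compound's replicate wells show inhibition beyond 50%, single wells judged on their own value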;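 further: signal counts dimethyl H3K9 product captured on neutravidin plate; 0% = median of DMSO wells and 100% = 0.3 times that DMSO median; strong numbers were not always called active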
Target sequence (Q9H3R0 1-420 limits assumed): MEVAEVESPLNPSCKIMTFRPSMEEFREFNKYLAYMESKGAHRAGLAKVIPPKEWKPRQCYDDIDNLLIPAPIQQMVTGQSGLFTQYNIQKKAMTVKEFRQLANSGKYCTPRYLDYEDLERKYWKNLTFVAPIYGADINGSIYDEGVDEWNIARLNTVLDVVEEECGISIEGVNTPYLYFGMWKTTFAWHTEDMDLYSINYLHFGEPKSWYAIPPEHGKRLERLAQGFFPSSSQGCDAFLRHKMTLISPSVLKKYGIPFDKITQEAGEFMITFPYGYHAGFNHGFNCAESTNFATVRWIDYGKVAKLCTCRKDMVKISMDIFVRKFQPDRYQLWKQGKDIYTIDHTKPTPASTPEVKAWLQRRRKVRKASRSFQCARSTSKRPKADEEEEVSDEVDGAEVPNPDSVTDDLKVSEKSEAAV
The depositor's hits bear a star; / = no result given.

1: CN(Cc1ccccc1)C(=O)COc1ccccc1
2: CCCCOC(=O)C1C2C=C[C@]3(CN(CCCOC)C(=O)[C@H]13)O2 (some centres undefined)
3: O=C1Cc2cc(NS(=O)(=O)c3ccc(Cl)cc3)cc3c2N1CCC3
4: Cc1nc(C)n(CCNS(=O)(=O)c2ccc(C)c(C)c2)n1
5: Cc1ccc(CSCC(=O)NCCCN2CCOCC2)cc1
6: COc1ccc(C)cc1NS(=O)(=O)c1ccc2c(c1)N(C)CCO2
Assay by compound	1	2	3	4	5	6
VLA-4 inh	6	6	3	5	8	-5
proCasp7 act	9	2	8	7	-5	12
proCasp3 act	1	-8	1	0	7	0
CTSL1 counter	4	4	-4	-4	-2	7
core dimer inh	-9	-2	0	4	-7	2
PP1 inh	-5	0	1	0	1	-3
PP5 inh	4.3	-1.4	0.2	0.7	1.7	1.7
GRK2 aptamer HTS	3	2	0	0	1	2
GASC-1 inh	-14	5	58	2	0	1

7: CC(=O)c1c(C)nc(-c2ccc(Cl)cc2)nc1NC(=O)C(C)C
8: Cc1cc(=O)oc2cc(OCCSCCN3CCOCC3)ccc12
9: Cn1c(NNC(=O)/C=C/c2ccc3c(c2)OCO3)cc(=O)n(C)c1=O
10: Cc1noc2ncnc(Oc3ccccc3Cl)c12
11: CC(=O)Nc1ccc(S(=O)(=O)N2CCSC2)cc1
12: Cc1ccnc(NC(=O)Nc2cccc(F)c2)n1
Assay by compound	7	8	9	10	11	12
VLA-4 inh	17	12	20	-3	0	-7
proCasp7 act	-3	-10	1	-18	-18	-2
proCasp3 act	3	0	2	0	1	6
CTSL1 counter	3	1	1	6	-1	-1
core dimer inh	-9	1	-7	-1	-10	3
PP1 inh	-1	0	0	1	1	-5
PP5 inh	1.9	3.3	3.6	1.7	7.4	0.1
GRK2 aptamer HTS	0	1	2	3	0	1
GASC-1 inh	-3	-1	9	1	-5	-4

13: CCCCC[C@@H]1C=C(C(=O)O)[C@H](c2ccc(Cl)cc2)N1S(=O)(=O)c1ccc(C)cc1
14: Cc1ccc(-c2nc(CSCC(=O)N3CCN(C(=O)c4ccco4)CC3)c(C)o2)cc1
15: COc1cc(-c2cc(C(=O)Nc3cc(S(=O)(=O)N4CCOCC4)ccc3O)c3ccccc3n2)cc(OC)c1OC
16: O=C(COC(=O)CCC(=O)c1ccc(Cl)cc1)NCCc1ccccc1
17: O=C(COC(=O)/C=C/c1ccccc1)NCc1ccccc1Cl
18: Cc1ccc(-n2ccc(=O)c(-c3ccnc(SCc4cccc(Cl)c4)n3)n2)cc1
Assay by compound	13	14	15	16	17	18
VLA-4 inh	16	8	11	11	2	-9
proCasp7 act	0	-10	-22	1	3	3
proCasp3 act	4	-6	-17	5	1	-8
CTSL1 counter	/	-10	/	-35	0	-2
core dimer inh	/	2	/	-3	0	9
PP1 inh	/	-4	/	7	-7	2
PP5 inh	/	3.2	/	0.2	-0.2	-0.6
GRK2 aptamer HTS	1	2	0	2	3	1
GASC-1 inh	/	-6	0	0	-27	17

19: CC(=O)c1cccc(N(C(=O)Cn2nnc3ccccc32)C(C(=O)NCC2CCCO2)c2ccc(N3CCOCC3)cc2)c1 (centres undefined)
20: CSc1ccc(NC(N)=S)cc1
21: CC(C)(C)c1ccc(S(=O)(=O)Nc2ccccn2)cc1
22: COc1ccccc1NC(=O)Cn1c(=O)oc2ccccc21
23: COc1cccc(C(=O)Nc2ccc(Cl)c(C(F)(F)F)c2)c1
24: CC(C)(C)OC(=O)NCCC(=O)Oc1ccc2ccc(=O)oc2c1
Assay by compound	19	20	21	22	23	24
VLA-4 inh	11	-14	4	-3	11	-5
proCasp7 act	-4	-3	-3	7	6	2
proCasp3 act	0	-1	-1	0	9	-32
CTSL1 counter	3	-1	-2	0	4	-50
core dimer inh	-2	-2	0	0	-6	-22
PP1 inh	1	0	-5	1	6	3
PP5 inh	-0.6	-1.0	0.7	1.7	7.5	4.0
GRK2 aptamer HTS	2	1	5	6	1	3
GASC-1 inh	-3	-2	18	-2	2	-4

25: COc1ccc(Cn2c(C)nc([N+](=O)[O-])c2SCC(=O)O)cc1[N+](=O)[O-]
26: Cc1ccc(N=C2NC(=O)c3cc([N+](=O)[O-])ccc32)cc1
27: NC(N)=NC(N)=Nc1ccccc1
28: CCCCNC(=O)CNC(=O)c1nn(-c2ccc(OC)cc2)c(=O)c2ccccc12
29: O=C(NCCOc1ccc(Cl)cc1)C1CC(=O)N(c2ccc3c(c2)OCCO3)C1 (centres undefined)
30: O=C(c1ccco1)N1N=C(c2cccs2)CC1c1ccco1 (centres undefined)
Assay by compound	25	26	27	28	29	30
VLA-4 inh	0	24	0	-3	-23	10
proCasp7 act	-9	10	8	-2	-1	2
proCasp3 act	-5	2	5	1	3	-1
CTSL1 counter	6	0	/	1	/	2
core dimer inh	4	-3	/	10	/	11
PP1 inh	3	-2	-2	-2	-1	0
PP5 inh	-0.8	-0.4	-2.4	2.7	-1.3	3.0
GRK2 aptamer HTS	3	1	0	26	0	4
GASC-1 inh	-24	-2	17	15	5	8

31: Cc1cc(C(F)(F)F)nn1CC(=O)Nc1ccc(Br)c2cccnc12
32: CCCc1[nH]nc2c1C(c1c(C)nn(-c3ccccc3)c1Cl)C(C#N)=C(N)O2 (centres undefined)
33: CCC(=O)c1ccc(OCC(=O)Nc2cc(S(=O)(=O)N3CCCCC3)ccc2N2CCN(CC)CC2)cc1
34: O=C(c1ccc(Cl)cc1Cl)c1ncc(C(F)(F)F)cc1Cl
35: O=C(NC1CCCCC1)C(=S)N1CCCC1
36: COc1cccc(-c2cc(C(=O)Nc3cccnc3)no2)c1
Assay by compound	31	32	33	34	35	36
VLA-4 inh	3	-3	10	-4	-9	38
proCasp7 act	2	-1	-6	2	-9	-6
proCasp3 act	1	8	1	8	1	9
CTSL1 counter	3	4	5	2	0	1
core dimer inh	-4	1	0	0	-3	-8
PP1 inh	2	1	-4	1	0	1
PP5 inh	0.1	2.8	-1.1	-1.1	0.0	2.9
GRK2 aptamer HTS	1	0	0	0	1	1
GASC-1 inh	2	10	-9	-1	17	-8

37: CCOc1ccc(Br)cc1S(=O)(=O)Nc1ncn[nH]1
38: O=C(NC1CCSC1=O)c1ccc(Cl)cc1 (centres undefined)
39: O=C(NC1CC(=O)N(c2ccc(Cl)cc2)C1)C1CC1 (centres undefined)
40: C=Cc1ccc2c(c1)N(C)C(=C)S2
41: CC(C)c1ccc(CN2CCSCC2)cc1
42: CSc1ccccc1C(=O)Nc1nc2ccccc2c(=O)[nH]1
Assay by compound	37	38	39	40	41	42
VLA-4 inh	18	4	-4	8	-2	6
proCasp7 act	-1	0	12	-18	-5	7
proCasp3 act	4	3	-3	-13	-2	-6
CTSL1 counter	-2	1	-3	6	-8	-1
core dimer inh	-21	-5	0	1	-1	-2
PP1 inh	9	-3	-3	-1	2	2
PP5 inh	1.9	-1.1	-0.3	3.1	3.0	3.1
GRK2 aptamer HTS	3	0	0	8	1	0
GASC-1 inh	8	-2	-8	-12	2	0

43: CCc1ccc(OCc2nnc(SCC(=O)NC3CCCCC3)o2)cc1
44: CC(=O)c1ccc(N2CCN(C(=S)Nc3ccccc3F)CC2)cc1
45: Cc1ccc(OCc2nnc(N)s2)cc1
46: CCC(=O)NCc1cc(-c2nn(C)c(=O)c3ccccc23)ccc1C
47: O=C(CSc1nnnn1-c1cccnc1)Nc1cccc(Cl)c1
48: CCc1ccccc1NC(=O)C(Cc1cccc(OC)c1OC)c1nn[nH]n1 (centres undefined)
Assay by compound	43	44	45	46	47	48
VLA-4 inh	2	9	1	-7	-2	-11
proCasp7 act	-4	-7	-5	16	2	9
proCasp3 act	2	-3	2	1	-5	2
CTSL1 counter	3	-6	-2	0	2	1
core dimer inh	13	3	-3	1	-20	-2
PP1 inh	1	-3	3	-3	1	-2
PP5 inh	0.5	-0.6	3.3	0.5	3.3	-0.7
GRK2 aptamer HTS	0	0	0	3	0	0
GASC-1 inh	-2	2	3	92	-4	-1

49: Cc1ccc(NC(=O)c2ccc(N3CCCC3=O)cc2)cc1S(=O)(=O)N1CCCCC1
50: CCOc1ccc(NC(=O)Nc2cc(C(C)C)c(O)cc2C)cc1
51: COc1ccc(-n2nc(C(=O)Nc3nc4ccc(OC)cc4s3)c3ccccc3c2=O)c(OC)c1
52: O=C(CCN=C1NS(=O)(=O)c2ccccc21)OCC(=O)c1ccccc1Cl
53: CCOC(=O)c1c(CN(CC)CC)n(-c2ccccc2)c2ccc(O)cc12
54: O=C1[C@H]2CC3CCC2(O3)[C@@H]2OCCCN12 (some centres undefined)
Assay by compound	49	50	51	52	53	54
VLA-4 inh	1	3	8	-7	-7	17
proCasp7 act	3	-3	-5	-1	-76	-9
proCasp3 act	2	1	-5	-7	-2	6
CTSL1 counter	/	2	-1	0	0	-4
core dimer inh	/	-4	2	-6	-2	-8
PP1 inh	0	2	-1	-4	8	-2
PP5 inh	1.9	3.4	-1.4	-0.2	2.9	0.8
GRK2 aptamer HTS	0	3	1	1	1	0
GASC-1 inh	1	-1	-8	-4	-22	0

55: O=C(/C=C/c1ccc(Cl)c(Cl)c1)NCc1ccco1
56: CC1(C)Cc2c(cnn2-c2ccc(F)cc2)C(NC(=O)c2ccco2)C1 (centres undefined)
57: COc1ccc(Nc2nc(C(=O)NCc3ccco3)cs2)cc1
58: CCN(CC)CCCn1c2c(c(SCC(=O)Nc3cccc(C(C)=O)c3)nc1=O)CCC2
59: COc1cccc(N/C(N)=N/c2nc(CSc3ccccn3)cc(=O)[nH]2)c1
60: COc1ccc2[nH]c(=O)c(CN(CCCN3CCOCC3)C(=O)NCc3ccccc3)cc2c1
Assay by compound	55	56	57	58	59	60
VLA-4 inh	-7	13	10	6	12	-2
proCasp7 act	5	0	1	3	4	14
proCasp3 act	-3	-3	2	-7	8	-1
CTSL1 counter	3	-3	-1	0	-1	1
core dimer inh	3	-1	-5	-3	1	0
PP1 inh	0	-3	-2	-5	-2	-3
PP5 inh	-1.4	-2.1	-0.7	-0.4	-2.0	1.7
GRK2 aptamer HTS	4	0	0	0	0	0
GASC-1 inh	2	4	-6	-17	-23	1
